From PubChem
LYP phosphatase: inhibitors of LYP phosphatase, biochemical, fluorescence intensity, uHTS (AID 1779) | Tyrosine-protein phosphatase non-receptor type 22 (Homo sapiens) | recombinant LYP phosphatase, fluorescence intensity; higher % means a stronger effect | inhibition, % at 11.5 µM; hits with a dose series show IC50 in µM | 0.054% of 290,000 active; in the data active = inhibition above about 50%;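 also: plate controls were vehicle with enzyme for no effect and no enzyme for full effect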
GPR55 activation: GPR55 agonists via beta-arrestin recruitment, primary screen, imaging, U2OS cells, beta-arrestin-GFP redistribution (AID 1961) | G-protein coupled receptor 55 (Homo sapiens) | U2OS GPR55 beta-arrestin-GFP redistribution imaging; higher % means a stronger effect | activation, % at 10 µM; hits with a dose series show EC50 in µM | 0.048% of 290,000 active;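 active = activation above 40% with more than 50 cells counted in the well; inconclusive = wells holding fewer than 50 cells, flagged as toxic or sparse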;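 also: U2OS osteosarcoma cells stably expressing GPR55 and beta-arrestin-GFP; plate controls were DMSO negative control for no effect and LPI positive control for full effect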
Large T inhibition: SV40 large T antigen inhibitors, biochemical (AID 1903); 0.39% of 310,000 active; inhibition, % at 20 µM; hits with a dose series show IC50 in µM; SV40 large T antigen ATPase/helicase inhibition assay; higher % means a stronger effect; in the data active = a potency from the dose series; inconclusive = inhibition mostly from about 32% at the one dose, without a potency; inactive = the rest, 99 in 100 with inhibition below about 32%; also: strong numbers were not always called active
GPR35 arrestin U2OS: GPR35 antagonists blocking zaprinast-driven arrestin recruitment, primary screen, imaging, U2OS, beta-arrestin-GFP, zaprinast agonist (AID 2058). U2OS GPR35 beta-arrestin-GFP translocation imaging, zaprinast antagonism; higher % means a stronger effect. G-protein coupled receptor 35 (Homo sapiens). inhibition, % at 10 µM, or IC50 in µM where a hit was titrated. 0.052% of 290,000 active;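 active = inhibition of at least 50% with at least 30 cells and total cytoplasm GFP at most 10,000,000; inconclusive = under 30 cells or total GFP of 10,000,000 plus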
GPR55 LPI antagonism: GPR55 antagonists blocking LPI-driven arrestin recruitment, primary screen, imaging, U2OS, beta-arrestin-GFP, LPI agonist (AID 2013) | G-protein coupled receptor 55 (Homo sapiens) | U2OS GPR55 beta-arrestin-GFP translocation imaging, LPI antagonism; higher % means a stronger effect | one-dose inhibition, % at 10 µM; IC50 in µM for titrated hits | 0.13% of 290,000 active;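 active = spots per cell inhibited over 60%, with over 100 cells counted and total cytoplasm intensity under 500,000; inconclusive = wells with under 100 cells, flagged as likely toxic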;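 also: U2OS cells stably carrying GPR55 and arrestin-GFP stimulated by 5 µM LPI near EC80; imaged beta-arrestin-GFP aggregate spots per cell after agonist stimulation; plate controls were LPI-stimulated DMSO wells for no effect and DMSO wells without LPI for full effect; some results filed as inactive read as strong as hits; confirmed hits need IC50 under 10 µM and bright autofluorescent wells are also inconclusive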
MgcRacGAP inhibition: MgcRacGAP GTPase-activating activity inhibitors, confirmation, biochemical, ADP Hunter fluorescence; MgcRacGAP-stimulated Rac1 GTP hydrolysis, ADP Hunter fluorescence; higher % means a stronger effect; GST-tagged Rac1 F28L mutant substrate; one-dose inhibition, % at 30 µM; IC50 in µM for titrated hits; Rac GTPase-activating protein 1 (Homo sapiens); AID 624330, 2012; 0.6% of 340,000 active;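 active = first-screen hits whose inhibition reached a set limit at any dose in the follow-up dose series; inconclusive = inhibition above the set first-screen limit but never retested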;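 also: fluorescence reports GDP produced by GAP-driven GTP hydrolysis; strong numbers were not always called active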
NTR1 agonist: agonists of NTR1, primary screen, imaging, U2OS cells, beta-arrestin-GFP, high content (AID 493036); NTR1-U2OS beta-arrestin-GFP spot imaging, agonist mode; activation, % at 20 µM; 0.17% of 330,000 active;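 active = activation at or above 40% of the spot to cytoplasm intensity ratio, with at least 20 cells analyzed; inconclusive = wells under 20 cells, flagged as cytotoxic or low count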;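 also: 0% = DMSO without peptide and 100% = 100 nM NTR1 peptide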
Target sequence (P30989 whole entry, looked up): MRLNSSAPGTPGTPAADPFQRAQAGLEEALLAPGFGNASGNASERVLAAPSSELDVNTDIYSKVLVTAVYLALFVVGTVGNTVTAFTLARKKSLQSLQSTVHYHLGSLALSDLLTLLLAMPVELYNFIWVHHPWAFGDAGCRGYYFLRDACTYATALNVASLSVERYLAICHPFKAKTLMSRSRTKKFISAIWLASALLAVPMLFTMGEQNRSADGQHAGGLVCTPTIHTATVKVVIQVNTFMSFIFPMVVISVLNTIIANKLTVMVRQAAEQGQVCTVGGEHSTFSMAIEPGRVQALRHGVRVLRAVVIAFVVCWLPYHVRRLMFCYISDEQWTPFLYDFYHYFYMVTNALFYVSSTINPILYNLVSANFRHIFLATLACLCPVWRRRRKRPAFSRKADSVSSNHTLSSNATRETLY
T cell modulator: modulators of CD8 T cell-vesicle binding, primary screen, mouse 2C CD8+ T cells, flow cytometry. 2C CD8+ T cell-vesicle binding; hits give low values. calls only at 7 µM. 0.068% of 330,000 active;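 active = response, share of CD8 T cells binding vesicles, and their 90th percentile fluorescence all below set limits, cut at about 80% in these data, passing the limit was not always enough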
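Material: 2C TCR transgenic mouse naive CD8+ T cells, MACS-purified. Also added: QL9-charged Drosophila Ld/ICAM-1/B7-1 vesicles. Timing: binding 1.5 h at 37 °C. Measured by: high-throughput flow cytometry with anti-B7-1 and anti-CD8 staining. Read-out: percent CD8+ FL2 mean versus row control. Controls: Unloaded micro-vesicles (low), QL9 vesicles with 0.7% DMSO (high).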
Lipid droplet: inhibitors of hepatocyte lipid droplet formation, primary screen, imaging, high-throughput imaging, BODIPY stain; AML12 mouse hepatocytes, oleate lipid droplets; inhibition, % at 6.5 µM; 0.4% of 240,000 active; AID 1656, 2009;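 active = lipid droplet intensity inhibited by at least 50%, with more than 500 cells counted; inconclusive = wells with under 300 cells, treated as cytotoxic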
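material = mouse AML12 hepatocyte cell line, fixed after treatment | also added = 100 µM oleic acid challenge | doses = compound at 6.5 µM only | schedule = overnight exposure | technique = Image-based BODIPY and DAPI two-channel analysis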
Lipid droplet cells 6.5 µM: recorded beside Lipid droplet, whose call it bears; cell count; measured here: cell count, cytotoxicity flag;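 cells counted across two imaged fields per well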
T cell modulator vesicle-bound %: further read-out of T cell modulator, marked with its call; double positive events, %; measured here: CD8+ vesicle-bound cell fraction;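 binding gate set so that unloaded-vesicle control wells show 10% double positive cells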
NTR1 agonist cell count 20 µM: second read-out of NTR1 agonist, no call of its own (marks repeat the call); cell count; measured here: cell count, cytotoxicity flag
* = called active by the depositor; i = inactive; ? = inconclusive; nt = not tested or not shown.

SMILES	LYP phosphatase	GPR55 activation	Large T inhibition	GPR35 arrestin U2OS	GPR55 LPI antagonism	MgcRacGAP inhibition	NTR1 agonist	NTR1 agonist cell count 20 µM	T cell modulator	T cell modulator vesicle-bound %	Lipid droplet	Lipid droplet cells 6.5 µM
CCOc1ccc(N2CC(NC(=O)c3cccc4ccccc34)CC2=O)cc1 (centres undefined)	nt	nt	22.0%	nt	nt	8.6%	0.7	70	i	37.6	nt	nt
CCC(C)NS(=O)(=O)c1ccc(S(=O)(=O)N(CC(=O)Nc2ccccc2)Cc2ccco2)cc1 (centres undefined)	-3.1%	-0.2%	4.8%	-3.4%	1.5%	5.0%	3.3	57	i	8.8	14.1	784
CC(C)c1nnc(NC(=O)CCC(=O)NCc2cccs2)s1	-9.1%	0.7%	10.8%	-1.3%	-2.7%	3.7%	0.3	47	i	21.1	nt	nt
COc1ccc(-c2cc(C(=O)N3CCN(S(=O)(=O)c4ccccc4)CC3)[nH]n2)cc1	-5.7%	-0.3%	nt	9.8%	3.7%	3.3%	4.0	69	i	34.6	2.8	846
COc1cc2c(cc1OC)CC(C(=O)NCc1ccccc1)NC2 (centres undefined)	-5.8%	0.0%	20.7%	19.4%	8.0%	6.3%	-0.8	47	i	52.0	5.2	849
COc1ccc(C(=O)Nc2cccc3c2CCCC3)cc1OC	-7.4%	0.3%	4.9%	-4.5%	3.1%	11.5%	-0.3	62	i	55.5	-0.6	814
CC(OC(=O)CCCN=C1NS(=O)(=O)c2ccccc21)C(=O)Nc1ccccc1[N+](=O)[O-] (centres undefined)	nt	nt	8.7%	nt	nt	8.5%	-1.2	61	i	15.8	nt	nt
CN(C(=O)c1ccco1)c1nnc(C23CC4CC(CC(C4)C2)C3)s1	-8.4%	-0.1%	11.2%	-2.0%	-6.8%	2.2%	13.9	104	i	10.3	-4.0	450
CCN1C(=O)[C@H]2[C@@H](c3ccccc3)N3C(=O)N(c4cccc(F)c4)C(=O)[C@@]3(CC(C)C)[C@H]2C1=O	-5.5%	-0.2%	3.5%	12.8%	10.0%	2.5%	-1.1	52	i	8.1	-2.4	749
N#Cc1ccsc1NC(=O)C1CCN(C(=O)c2ccc(Cl)cc2)CC1	nt	nt	20.1%	nt	nt	5.5%	0.3	81	i	49.4	nt	nt
O=C(/C=C/c1cccc([N+](=O)[O-])c1)NCc1ccco1	-1.3%	0.1%	19.2%	4.1%	-3.3%	6.3%	-0.5	51	i	47.8	-18.1	610
O=C(CSc1ncccn1)N1CCCC1	-10.3%	-0.2%	0.6%	-3.8%	2.1%	5.4%	1.3	40	i	2.6	2.2	816
COc1ccc(-c2nc(N)n(C(=O)Cc3ccccc3)n2)cc1	-0.3%	-0.1%	-1.1%	-7.7%	-5.6%	-1.5%	0.9	89	i	47.0	8.6	796
CC1(C)CC(=O)C=C(NC2CCCCCC2)C1	-6.3%	0.1%	15.0%	5.1%	4.9%	-1.2%	0.4	41	i	21.5	nt	nt
CC(=O)C1=C(O)C(=O)N(c2ccc(S(N)(=O)=O)cc2)C1c1cccc([N+](=O)[O-])c1 (centres undefined)	-4.1%	-0.2%	7.6%	8.2%	-3.4%	-3.2%	0.2	62	i	52.3	3.4	678
CCCC1Cc2c(sc(N)c2C#N)CO1 (centres undefined)	-4.1%	-0.1%	6.9%	2.2%	1.0%	11.6%	-1.1	50	i	45.6	10.3	719
Cc1ccc(-c2nc3ccccc3c(=O)n2NC(=O)COc2ccccc2)cc1	0.2%	0.2%	5.3%	-1.9%	2.8%	-1.3%	1.7	50	i	41.2	1.6	621
Cc1cccc(-n2ccnc2CN2CCN(C3CCCC3)C(CCO)C2)c1 (centres undefined)	-10.3%	0.4%	8.7%	11.4%	6.1%	15.7%	-0.3	53	i	43.9	-3.1	700
Cc1ccc(C(C)C)c(OCC(=O)NNC2=CC(=O)CC(C)(C)C2)c1	-4.4%	-0.1%	14.1%	-8.7%	2.8%	2.5%	-1.0	44	i	29.8	7.9	810
COC(=O)C1=C(C)Nc2nnnn2C1c1cccs1 (centres undefined)	-6.4%	-0.1%	3.0%	8.9%	7.4%	3.1%	1.1	89	i	16.4	3.0	764
COc1ccccc1Nc1nnc(SCC(=O)N2CCCC2)s1	-3.7%	0.1%	-0.5%	-4.9%	-2.1%	4.8%	1.3	59	nt	nt	nt	nt
COC(=O)CSc1nnc(CNC(=O)c2ccc(S(=O)(=O)N3CCOCC3)cc2)n1C	-11.3%	0.1%	12.4%	9.4%	20.7%	4.8%	-0.2	99	i	44.1	2.8	705
CSc1cccc(NC(=S)NC(=O)c2cccnc2)c1	-11.9%	1.1%	17.9%	-6.0%	-10.8%	1.9%	1.5	63	i	57.0	13.0	767
CCOC(=O)N1CCN(CC(=O)Nc2c(C(=O)OC)[nH]c3cccc(Cl)c23)CC1	-4.1%	-0.2%	?	15.0%	9.9%	6.2%	-2.1	41	i	42.4	5.7	684
CCOC(=O)C1(Cc2cccc(OC)c2)CCCN(C(=O)c2ccccc2C)C1 (centres undefined)	-4.4%	0.5%	3.0%	-7.5%	-2.0%	3.4%	2.3	48	i	57.8	-18.6	731
New compounds follow
SMILES	LYP phosphatase	GPR55 activation	Large T inhibition	GPR35 arrestin U2OS	GPR55 LPI antagonism	MgcRacGAP inhibition	NTR1 agonist	NTR1 agonist cell count 20 µM	T cell modulator	T cell modulator vesicle-bound %	Lipid droplet	Lipid droplet cells 6.5 µM
Cc1ccccc1-c1nc(-c2ccc(NC(=O)c3cccs3)cc2)no1	1.8%	-0.1%	-1.1%	-7.7%	22.9%	5.5%	8.5	50	i	47.5	nt	nt
CCOC(=O)N1CCC(N2C(=O)c3ccccc3C2Nc2cccnc2)CC1 (centres undefined)	0.5%	0.7%	1.9%	-17.2%	3.1%	-2.9%	2.0	51	i	20.3	-3.5	680
O=C(COC(=O)COc1ccc(Cl)cc1)NCc1cccs1	-5.3%	0.9%	8.2%	9.8%	-7.9%	3.8%	-0.2	54	i	55.6	-5.5	681
CCOC(=O)c1c(C)[nH]c(C(=O)OCC(=O)Nc2cc(C)c(Cl)cc2OC)c1C	-13.1%	-0.2%	-1.7%	7.2%	-0.8%	10.4%	2.3	91	i	11.5	9.9	842
COc1cc2cc(Oc3ccc4ccc(=O)oc4c3)c(=O)oc2cc1OC(C)=O	-6.2%	0.2%	5.9%	-3.6%	15.6%	-3.6%	-0.6	100	i	24.2	-17.0	685
COc1ccccc1OC(C)C(=O)Nc1ccc(S(=O)(=O)Nc2nccs2)cc1 (centres undefined)	-10.0%	-0.1%	3.6%	0.9%	1.7%	8.2%	0.3	47	i	49.0	-21.4	691
COc1ccc(C(=O)NCc2ccc(S(N)(=O)=O)cc2)cc1[N+](=O)[O-]	-5.0%	-0.1%	-4.4%	0.9%	2.2%	-1.1%	-0.3	41	i	6.8	7.8	663
CCOc1ccc(CCNS(=O)(=O)c2cc3c(cc2C)NC(=O)CO3)cc1OCC	-6.7%	1.4%	10.3%	-2.7%	3.5%	8.7%	2.8	61	i	32.2	-14.3	690
Cc1ccc(-c2cc(C(F)F)nc(N3CCOCC3)n2)cc1	-2.9%	-0.1%	7.1%	5.5%	2.6%	7.6%	2.7	99	i	53.3	8.3	660
Cc1ccnc(NC(NC(=O)C(C)C)(C(F)(F)F)C(F)(F)F)c1	-2.1%	0.1%	8.5%	3.1%	4.7%	0.5%	-1.0	58	i	48.9	-16.3	742
CSc1ccc(C(=O)N2CCC(CCC(=O)NCc3ccc(F)cc3)CC2)cc1	-7.7%	-0.2%	nt	-14.3%	-6.7%	5.8%	1.8	53	nt	nt	1.3	724
COc1ccc2cnn(-c3ccccc3)c(=O)c2c1OC	0.4%	-0.1%	8.9%	56.2%	4.7%	11.3%	-1.8	56	i	37.1	8.6	659
Nc1nc2cc3ccccc3cc2[nH]c1=O	-13.9%	-0.2%	-3.7%	17.5%	-1.7%	0.8%	0.7	61	i	40.0	1.2	782
O=C(Cn1c(=O)c2cccn2c2ccccc21)NCCc1ccccc1	-6.0%	0.4%	6.2%	-7.0%	-15.9%	4.8%	1.8	64	i	2.0	-0.3	707
COc1cccc(CN(C(=O)COc2ccccc2[N+](=O)[O-])C2CCS(=O)(=O)C2)c1 (centres undefined)	-0.3%	-0.2%	9.3%	-16.6%	-18.0%	0.2%	-1.0	65	i	48.0	-9.3	775
Cc1ccc2oc(=O)c3cnn(CC(=O)NCCc4ccsc4)c3c2c1	-3.8%	-0.2%	10.3%	-9.0%	5.7%	16.3%	1.0	89	i	3.3	nt	nt
Cc1nc(CCNC(=O)C2CCC(=O)N(CCc3cccc(F)c3)C2)sc1C (centres undefined)	-7.3%	-0.1%	2.0%	3.3%	-3.2%	2.0%	0.5	61	i	2.8	3.1	724
CC(C)c1nc(N2CCN(C(=O)c3ccco3)CC2)c(C#N)c2c1COC(C)(C)C2	0.4%	-0.1%	8.3%	19.6%	8.8%	5.3%	5.9	43	i	18.1	7.8	864
CCOC(=O)CN(c1ccccn1)S(=O)(=O)c1ccc(OC)cc1	1.5%	0.4%	7.9%	-3.2%	13.0%	0.7%	-0.2	93	i	39.9	-10.5	719

Compounds were not picked by outcome; any-hit rate near 1.8%.
